LMP1 NFkB inh: EBV LMP1-driven NF-kappaB luciferase reporter inhibitors, primary screen, cell-based, luminescence, single point. LMP1-induced NF-kappaB luciferase reporter cells. inhibition, % at 12.5 µM. 350,000 compounds, 0.69% hits. AID 504558, 2011; in the data active = inhibition above about 41%;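 also: 0% = neutral control wells and 100% = reference inhibitor control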
COUP-TFII inh: NR2F2 transcriptional activity inhibitors, primary screen, cell-based, luciferase reporter, HEK293T, luminescence. COUP transcription factor 2 (Homo sapiens), P24468. HEK293T NGFI-A luciferase reporter. inhibition, % at 8.6 µM. 370,000 compounds, 0.7% hits;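 active = inhibition above a per-plate cutoff, mean inhibition of test wells between control levels plus 3 SD, cut at about 38% in these data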;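 also: cells cotransfected with COUP-TFII expression vector driving the NGFI-A reporter; 0% = median of COUP-TF2 test wells and 100% = reporter-only cells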
Target sequence (P24468 whole entry, looked up): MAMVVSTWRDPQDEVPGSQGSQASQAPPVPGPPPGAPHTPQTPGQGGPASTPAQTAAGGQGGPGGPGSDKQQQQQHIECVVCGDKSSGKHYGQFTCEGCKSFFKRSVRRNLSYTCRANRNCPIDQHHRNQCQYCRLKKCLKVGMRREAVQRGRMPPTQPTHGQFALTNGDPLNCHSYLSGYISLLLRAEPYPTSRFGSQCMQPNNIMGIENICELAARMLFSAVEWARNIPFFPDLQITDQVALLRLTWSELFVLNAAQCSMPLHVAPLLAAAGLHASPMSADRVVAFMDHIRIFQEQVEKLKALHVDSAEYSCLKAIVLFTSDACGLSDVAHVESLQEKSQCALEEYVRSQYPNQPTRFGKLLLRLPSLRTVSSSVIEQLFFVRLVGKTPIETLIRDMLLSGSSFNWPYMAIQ
CF NFkB inh: inhibitors of PAF-induced NF-kB signaling, primary screen, cell-based, GFP fluorescence, uHTS. KKLEB NF-kB-GFP reporter, GFP fluorescence overnight. inhibition, % at 5 µM. 360,000 compounds, 0.86% hits. AID 588850, 2011;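 active = at least 50% inhibition at 5 µM, scaled per plate between neutral and stimulator controls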;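 also: PAF is a Pseudomonas aeruginosa culture filtrate used as stimulus; plate controls were PAF-stimulated DMSO wells for no effect and unstimulated DMSO wells for full effect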
Shn3 inh set2: reduction of Shn3 3'UTR firefly luciferase signal, primary screen, Schnurri-3 inhibitor project, cell-based, Clone20 osteoblasts, set 2; inhibition, % at 12.5 µM; AID 588674, 2011; Clone20 osteoblast Shn3 3'UTR firefly luciferase, 24 h; 360,000 compounds, 0.52% hits;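 active = mean inhibition of at least 75% with every replicate also reaching 75%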;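 also: 0% = median of neutral control wells and 100% = pilot-screen positive control compound; some compounds past the cut are filed as inactive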
KKLEB cytotox: cytotoxicity in KKLEB CF airway cells, primary screen, cytotoxicity control for CF NF-kB inhibitor project, cell-based, uHTS, fluorescence assay plates. 360,000 compounds, 0.36% hits. activity change (cytotoxicity), % at 5 µM. KKLEB CF airway cells viability, ATPlite luminescence, overnight; hits give low values; cells stimulated with P. aeruginosa culture filtrate;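 active = corrected activity change at or below -50% at 5 µM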
TROY signal inh: inhibitors of TROY-driven NF-kB signaling, primary screen, Q293 LMP1-TROYcd cells, NF-kB luciferase, uHTS. Q293 LMP1-TROYcd NF-kB luciferase reporter, 4 h. inhibition, % at 10 µM. 360,000 compounds, 0.98% hits. AID 1347056, 2019;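 active = compounds whose plate-normalised and pattern-corrected inhibition of the luciferase reporter signal at the single screening dose is 50% or more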
C8 TRAIL sens: viability loss with TRAIL in NB7+C8 cells, primary screen, TRAIL sensitizer project, cell-based, ATPlite luminescence; 360,000 compounds, 1% hits; inhibition (viability loss, TRAIL sensitization), % at 10 µM;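 active = compounds causing at least 50% loss of cell viability in the single-dose screen, relative to plate controls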
SRC3 inh: SRC3 coactivator transcriptional activity inhibitors, primary screen, cell-based, luminescence; HEK293 GAL4-SRC3 luciferase reporter; inhibition, % at 3.6 µM; 360,000 compounds, 0.17% hits; AID 588352, 2011;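 active = inhibition above a per-campaign cutoff, the mean of all compounds plus 3 SD, cut at about 60% in these data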;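 also: 0% = DMSO-treated cells and 100% = gossypol-treated cells at 36 µM; higher means less SRC3-driven luciferase light from the GAL4 reporter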
NCOA1 inh: SRC1 coactivator transcriptional activity inhibitors, primary screen, cell-based, luminescence. HEK293 GAL4-SRC1 luciferase reporter. inhibition, % at 3.6 µM. 360,000 compounds, 0.12% hits. AID 588354, 2011;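 active = inhibition above the campaign mean plus 3 SD, with each screening campaign given its own cutoff, cut at about 60% in these data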;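 also: 0% = DMSO treated cells and 100% = gossypol at 36 µM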
NR5A2 inv ag: LRH-1 (NR5A2) inverse agonists, primary screen, cell-based, luminescence, HEK293T, StAR-luciferase reporter; AID 602396, 2012; inhibition, % at 3.6 µM; 360,000 compounds, 0.13% hits; LRH-1 transfected, 24 h; Nuclear receptor subfamily 5 group A member 2 (Homo sapiens), O00482;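 active = inhibition above the mean inhibition of all tested compounds plus 3 SD, cut at about 73% in these data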;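 also: 0% = DMSO wells and 100% = reporter-only cells lacking LRH-1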
Target sequence (O00482 whole entry, looked up): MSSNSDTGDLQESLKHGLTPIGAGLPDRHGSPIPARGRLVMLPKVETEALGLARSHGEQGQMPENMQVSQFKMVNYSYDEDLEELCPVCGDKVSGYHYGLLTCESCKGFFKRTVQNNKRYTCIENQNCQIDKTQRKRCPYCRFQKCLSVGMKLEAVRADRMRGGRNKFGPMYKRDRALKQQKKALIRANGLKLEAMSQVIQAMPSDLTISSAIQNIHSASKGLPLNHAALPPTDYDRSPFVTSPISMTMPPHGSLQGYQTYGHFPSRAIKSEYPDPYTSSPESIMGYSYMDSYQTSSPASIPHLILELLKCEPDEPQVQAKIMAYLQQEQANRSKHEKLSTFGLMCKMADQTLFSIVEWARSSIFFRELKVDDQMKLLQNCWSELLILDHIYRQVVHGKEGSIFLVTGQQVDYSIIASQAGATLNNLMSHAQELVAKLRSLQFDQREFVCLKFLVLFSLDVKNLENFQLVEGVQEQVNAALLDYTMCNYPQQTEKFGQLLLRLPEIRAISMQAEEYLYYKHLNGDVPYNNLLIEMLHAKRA
TWEAK Fn14 block: inhibitors of TWEAK-Fn14 signaling, primary screen, luciferase reporter cells, uHTS. TWEAK-stimulated Fn14 reporter cells, luciferase luminescence, 8 h. inhibition, % at 10 µM. 360,000 compounds, 2% hits. AID 1159606, 2016; in the data active = inhibition above about 50%
Active calls of the source: *; . = not tested or not shown.

SMILES	LMP1 NFkB inh	COUP-TFII inh	CF NFkB inh	Shn3 inh set2	KKLEB cytotox	TROY signal inh	C8 TRAIL sens	SRC3 inh	NCOA1 inh	NR5A2 inv ag	TWEAK Fn14 block
O=C(Nc1ccc(Br)cc1)c1cnccn1	-24	-16	-22	-45	-4	-63	-3	-47	-66	-111	-13
Cn1ccnc1SCC(=O)Nc1ccc(Cl)cn1	-3	-23	-6	-32	0	-29	3	-6	-32	-19	-23
CC(C)c1nc2oc3ccccc3c(=O)c2c(=O)n1-c1ccccc1	-24	.	-2	-99	1	16	-13	-50	-62	-34	-3
CSCCC(NC(=O)c1ccccc1)C(=O)Nc1ccncc1 (stereo unspecified)	-2	6	-7	-15	5	4	-6	14	-22	16	-8
Cc1cc(C)cc(N=c2c([N+](=O)[O-])nn(-c3ccc(Cl)cc3)n2O)c1	11	6	6	6	17	22	15	0	11	14	16
CCOc1ccc(S(=O)(=O)Nc2cccc(N(C)S(C)(=O)=O)c2)cc1	10	25	13	72	-12	22	5	-2	5	3	18
CCOC(=O)N1CCN(C(=O)CSc2nnc(-c3cccc(OC)c3)o2)CC1	-7	8	-11	20	5	3	5	2	-8	0	5
Oc1cc2ccccc2cc1-c1nnc2n1-c1ccccc1SC2	8	24	8	-14	-2	19	6	5	-9	13	-2
O=C(COc1ccc(Br)cc1)OCC(=O)N1CCOCC1	-3	-5	-2	-23	0	-6	-6	-6	-1	4	1
COc1cccc(C(C(=O)NCc2ccco2)N(C(=O)Cn2nnc3ccccc32)C2CC2)c1OC (stereo unspecified)	11	5	-4	-1	4	-9	-13	10	-1	4	1
COc1ccccc1N1CCN(S(=O)(=O)c2cccc3nsnc23)CC1	-3	2	3	-2	5	5	-3	19	12	-10	4
COc1ccc(CCNC(=O)CSc2nc3ncccc3[nH]2)c(OC)c1	0	9	-2	-4	-4	-7	-9	7	-17	11	26
O=C1N2CCSC2=NC1(Nc1nccs1)C(F)(F)F (stereo unspecified)	-10	-8	8	-5	0	-5	-4	1	-9	-8	-8
COc1cc(Nc2ncnc(N)n2)cc(OC)c1OC	1	-2	5	2	-9	-3	-14	9	9	5	0
Cc1ccccc1-c1nc(CN2CCC(C(=O)NCCCN3CCCC3)CC2)c(C)o1	7	3	7	-14	-3	-7	9	-17	-5	-7	-1
CCc1nnc(NC(=O)c2ccc(N3C(=O)CCC3=O)cc2)s1	0	-14	-25	-8	17	-34	-4	-5	-2	-15	-3
O=C(c1ccc(NC(=O)C(c2ccccc2)c2ccccc2)cc1)c1ccc(C(=O)O)c(C(=O)O)c1	16	8	14	12	-11	8	10	-3	-17	2	10
O=C(NCC(c1ccc(F)cc1)N1CCOCC1)c1cc(F)c(F)c(F)c1F (stereo unspecified)	20	-8	1	9	3	5	-4	3	10	-2	-11
O=C(c1ccccc1Cl)N1CCN(Cc2ccc3c(c2)OCO3)CC1	28	13	14	4	-30	33	-2	13	-1	13	-10
COCCn1c(C)cc(C(=O)CSc2nnc(-c3cccnc3)n2-c2ccccc2F)c1C	-7	-3	-12	-4	-1	12	-12	-11	-20	-1	-5
COc1ccccc1Cn1c(C)c(C(=O)NCc2ccco2)sc1=O	.	-23	-15	6	9	-4	9	18	8	3	10
O=C(Nn1cnc2ccccc2c1=O)c1c(F)cccc1F	3	-21	-13	15	4	-3	3	-10	15	10	5
O=C(N/N=C\c1ccc(O)c([N+](=O)[O-])c1)c1ccccc1-n1cccc1	3	8	-14	9	-3	-4	8	13	-1	7	-5
CC(=O)Nc1nc(CC(C)C)cc(-c2ccco2)c1C#N	14	15	-9	14	3	-4	12	-16	-17	10	5
CCOc1ccc(Br)cc1CNCCN1CCOCC1	0	-3	4	-14	7	-7	-23	13	-1	18	3
CCOC(=O)c1c(NC(C)=O)sc2c(O)cccc12	10	5	-4	-12	-6	10	-4	8	9	-6	-9
COc1ccc(N2CCN(Cc3nc4cc(Cl)ccc4c(=O)[nH]3)CC2)cc1	-14	13	9	-4	-5	3	-5	17	1	-1	-2
CC(=O)Nc1cc(-c2cccc(NS(C)(=O)=O)c2)cn2c(-c3cccc(C(F)(F)F)c3)cnc12	.	6	-31	9	-13	3	-7	-4	12	-26	-6
N#Cc1c2c(c(=S)n(-c3ccccc3)c1N)CCCC2	0	-5	-10	0	4	-9	3	-7	-6	3	25
Cc1ccc(-c2ccc(/C=N/NC(=O)Cc3nnc(N)s3)o2)cc1Cl	-3	23	-61	8	30	-14	-12	-19	-8	-14	-12

Retrieved by compound from the list above, 2 records:
SMILES	LMP1 NFkB inh	COUP-TFII inh	CF NFkB inh	Shn3 inh set2	KKLEB cytotox	TROY signal inh	C8 TRAIL sens	SRC3 inh	NCOA1 inh	NR5A2 inv ag	TWEAK Fn14 block
COc1ccccc1Cn1c(C)c(C(=O)NCc2ccco2)sc1=O	.	-23	-15	6	9	-4	9	18	8	3	10
CCOc1ccc(Br)cc1CNCCN1CCOCC1	0	-3	4	-14	7	-7	-23	13	-1	18	3

The list continues:
SMILES	LMP1 NFkB inh	COUP-TFII inh	CF NFkB inh	Shn3 inh set2	KKLEB cytotox	TROY signal inh	C8 TRAIL sens	SRC3 inh	NCOA1 inh	NR5A2 inv ag	TWEAK Fn14 block
CC(C)c1ccc(NC2CCCN(C(=O)c3ccc(Cn4cnnn4)cc3)C2)cc1 (stereo unspecified)	4	5	10	17	-6	19	16	8	6	16	8
CC1CC2=C(C(=O)O1)C(c1ccc(Cl)cc1)Nc1ccccc1N2 (stereo unspecified)	-3	-17	-6	-3	-1	15	21	12	3	-8	12
Cc1ccc2c(COC(=O)CNC(=O)c3ccco3)cc(=O)oc2c1C	-1	4	-16	-5	6	3	-1	1	6	2	11
COc1ccccc1N(CC1CO1)S(=O)(=O)c1ccccc1 (stereo unspecified)	-2	1	7	-26	4	1	7	-2	-10	11	-1
O=C(Oc1ccccc1)c1ccc(COC(=O)c2cnccn2)cc1	5	5	-5	-5	11	-34	2	8	5	-3	-17
CC1C(=O)N(Cc2cn(CCC3OCCCO3)nn2)CCS(=O)(=O)N1Cc1ccc(-c2ccc(Cl)c(Cl)c2)cc1 (stereo unspecified)	6	19	22	92*	-14	45	22	2	-4	1	71*
COC(=O)c1cc(OC)c(OC)cc1NC(=O)c1csc(C)c1	11	-6	-47	7	4	-20	-10	2	-10	11	-25
CC1(c2ccccc2)NC(=O)N(CC(=O)Nc2ccc(S(=O)(=O)Nc3ncccn3)cc2)C1=O (stereo unspecified)	4	4	-12	-4	17	2	-10	9	4	6	9
O=C(NCc1ccco1)C12CC3CC(CC(C3)C1)C2	0	-2	-2	-2	2	-3	3	1	-18	18	1
Cc1cccc(N(Cc2cc3ccc(C)cc3[nH]c2=O)S(=O)(=O)c2ccccc2)c1	3	-24	14	16	-14	17	-3	3	-2	8	9
Cc1nn(Cc2ccccc2)c(C)c1NC(=O)CSc1nc(C2CC2)nc2c1cnn2-c1ccccc1	2	-20	30	24	-6	-3	-6	9	-10	10	9
Cc1noc(C)c1S(=O)(=O)N1CCCCC1	0	-19	2	-6	4	1	-10	-16	-8	-1	34
COc1cc(Nc2ccccc2Cl)c([N+](=O)[O-])nc1[N+](=O)[O-]	-7	5	7	-15	4	-10	15	14	1	22	34
COc1ccccc1C1/C(=C(/O)c2ccccc2)C(=O)C(=O)N1CC(C)O (stereo unspecified)	-1	-7	-16	7	3	.	3	-11	0	13	12
COCc1cc(N2CCOCC2)nc(SCc2ccc(Cl)cc2)n1	-2	0	20	4	-18	-20	-8	0	1	-2	14
Cc1ccc(C(=O)CSc2nnc(-c3ccccc3N)n2C)cc1	-2	2	1	-22	-8	-33	-2	-14	-41	-12	10
CCCCN1C(=N)N([C@@H](CCC)CN2CCC[C@H]2CN2C(N)=NC[C@H]2CC(C)C)C[C@H]1Cc1ccccc1	-10	6	8	0	-9	-16	-6	-17	-10	16	2
Cc1cc(=O)oc(C)c1C(=O)Nc1cccc2nonc12	-8	-9	-7	-33	0	4	-10	23	-3	13	5
NC(=O)C1CCN(C(=O)CC2(CC(=O)O)CCCCC2)CC1	0	7	-1	1	13	-6	-8	11	4	0	0
O=C(NCc1ccccc1)c1cc(-c2cccs2)on1	-7	-26	-16	-45	5	-55	-9	-25	-55	-47	-30
COC(=O)C(NC(=O)c1ccccc1)C(C)(C)SCc1ccccc1 (stereo unspecified)	1	-4	-42	2	5	-7	15	9	4	5	-12
COc1ccc(C(=O)Nc2cc(Cl)ccc2N2CCOCC2)cc1S(=O)(=O)N1CCOCC1	0	-7	38	10	-32	3	-1	7	10	8	6
O=C(Cc1cccs1)NCCS(=O)(=O)N1CCN(c2ccccc2F)CC1	-20	-18	0	-33	8	13	-1	2	-25	10	19
CC(=O)c1ccc(NC(=O)CSC(=S)N2CCCC2)cc1	-13	-18	13	-55	-10	-68	2	-73	-46	-58	-13
O=C(Nc1nc2ccccc2s1)c1cccc(N2C(=O)CCC2=O)c1	3	-12	-12	-78	21	-69	30	-57	-31	-53	24
CC(=O)Nc1ccc(NC(=O)c2csc([C@@H]3O[C@H](CO)[C@H](O)[C@H](O)[C@H]3O)n2)cc1	.	-12	1	-76	-4	-11	0	-10	8	-2	-1
COCCOC(=O)C1=C(C)N=C2SCCC(=O)N2C1c1cccs1 (stereo unspecified)	0	-7	6	5	8	-4	-8	6	-19	-2	8
CC(c1nnc(SCC(=O)c2c(N)n(C)c(=O)n(C)c2=O)n1-c1ccc(Cl)cc1)N(C)C (stereo unspecified)	-1	9	13	5	6	3	-7	15	-1	3	14
O=P(c1ccccc1)(c1ccccc1)C(c1ccco1)N1CCOCC1 (stereo unspecified)	0	16	-7	-1	-5	3	12	-21	3	14	-20
O=C1c2c(O)cc(O)cc2O[C@H](c2ccc(O)c(O)c2)[C@H]1O	-15	5	-4	-30	12	9	2	1	-7	-12	-24
CNS(=O)(=O)c1ccc(CNC[C@H]2O[C@@H](n3cc(C)c(=O)[nH]c3=O)C[C@@H]2O)cc1	-7	-4	-23	15	8	8	-26	-20	16	-8	2
O=C(CSCc1ccc([N+](=O)[O-])cc1)NC1CC2CCC1C2 (stereo unspecified)	-7	-21	8	-2	4	-7	0	2	0	-1	-3
CC1=NN(C(=O)COc2ccc(C)c(C)c2)C(O)(c2ccc(Cl)cc2)C1 (stereo unspecified)	2	11	-19	-12	4	-2	8	-2	-20	8	-35
CSc1nc(Sc2ccccc2Cl)c2ccccc2n1	-8	8	16	7	-9	21	-6	6	-20	18	35

A portion of the library, so the mix of outcomes need not match the whole.
